Bioassay records (PubChem BioAssay)
IEC-6 cytotox: kills IEC-6 intestinal cells in KLF5 counter-screen; IEC-6 cytotoxicity, luminescence viability; inhibition, % at 5 µM; 290,000 tested, 0.78% active; AID 1825; in the data active means inhibition above about 22%;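 further: 0% = plate median of test compound wells and 100% = cytotoxic reference compound wells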
aSyn 5UTR inh: MLPCN primary screen, SNCA 5' untranslated region. inhibition, % (tested at 7.5 µM). alpha-synuclein 5'UTR reporter, inhibitor activity. 300,000 tested, 0.82% active. AID 1813; in the data active means inhibition above about 60%; inconclusive means no clear call, values can overlap the other calls;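 further: H4 neuroglioblastoma cells stably carrying SNCA 5'UTR luciferase fusion; 0% = DMSO wells and 100% = positive control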
HSF1 activator: increases HSF-1 driven luciferase reporter signal | 300,000 tested, 1.7% active | NIH3T3-HGL HSF-1 luciferase reporter, MG132, 8 h; 100% = twice DMSO control signal | activation, % at 9 µM;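 active means mean replicate activation of at least 50% with a set share of replicates each reaching 50%; inconclusive means only one of those two conditions met; inactive means mean below 50% and too few replicates reaching it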;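 further: 0% = median of the neutral control wells and 100% = twice that signal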
HIF activator: HIF pathway transcriptional activation; 300,000 tested, 0.32% active; U2OS HRE-luciferase reporter, luminescence; normalized: DMSO 0%, desferrioxamine 100%; activation, % at 7.5 µM (by protocol);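 active means mean activation of at least 10% of the iron chelator positive control signal, with at least half of replicates also reaching 10%; inconclusive means mean and replicate majority disagree about reaching 10%; inactive means mean and most replicates under 10%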
HSP90 inh: inhibitors of HSP90 luciferase refolding in rabbit reticulocyte lysate; inhibition, % at 5.6 µM; luciferase refolding luminescence, 3 h; 290,000 tested, 0.91% active;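 active means inhibition above the screen-wide mean plus 3 SD, computed separately per campaign, cut at about 16% in these data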;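 further: 0% = DMSO wells and 100% = 60 µM geldanamycin wells; inhibitors lower the luminescence because luciferase stays unfolded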
GSK3B inh: blocks human GSK3beta kinase activity; activity score (negative = inhibition), % at 10 µM; 300,000 tested, 0.038% active; GST-GSK3beta kinase, ADP-Glo luminescence, 60 min; active compounds read low; AID 2097; P49841;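 active means more than half of replicate wells score below -50%, meaning over 50% inhibition versus plate controls; inconclusive means some replicates but at most half score below -50%; inactive means no replicate scores below -50%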;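 further: 0% = median DMSO wells and -100% = median GW8510 positive control wells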
Target sequence (P49841 whole entry, looked up): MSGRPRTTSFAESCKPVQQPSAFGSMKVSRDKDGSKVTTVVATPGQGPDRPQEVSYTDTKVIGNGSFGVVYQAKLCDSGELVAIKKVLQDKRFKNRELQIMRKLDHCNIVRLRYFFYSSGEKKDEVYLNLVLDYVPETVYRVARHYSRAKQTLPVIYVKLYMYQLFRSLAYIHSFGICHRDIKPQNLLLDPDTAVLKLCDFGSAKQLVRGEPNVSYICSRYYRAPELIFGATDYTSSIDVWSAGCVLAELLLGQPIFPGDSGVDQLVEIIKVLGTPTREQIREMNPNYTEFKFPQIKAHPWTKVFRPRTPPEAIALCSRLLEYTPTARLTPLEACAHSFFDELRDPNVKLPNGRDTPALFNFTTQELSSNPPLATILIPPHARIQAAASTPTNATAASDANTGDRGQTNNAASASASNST
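test system = GST-tagged human GSK3beta kinase, cell-free | reagent = 25 µM ATP with peptide substrate | dosing = one dose of 10 µM per compound | schedule = 60 min reaction, RT | detection = luminescent ADP-Glo measurement of ADP formed | control set = DMSO neutral wells and GW8510 at 20 µM as positive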
HSF1 inhib: HSF1 inhibition. activity change, negative = inhibition, % at 7.5 µM (by protocol). NIH3T3-HGL HSE-luciferase, MG132-induced, luminescence 8 h; active compounds read low. 300,000 tested, 0.77% active. AID 2098;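 active means more than half of replicate wells show activity change below -50%, luminescence cut by over half; inconclusive means some wells, but at most half, below -50%; inactive means no replicate well below -50%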;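 further: luciferase reports HSF-1 transcriptional activity via heat shock element; 0% = median of DMSO wells and -100% = zero luminescence signal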
KLF5 inh: kruppel-like factor 5 inhibition | DLD-1 KLF5 promoter-luciferase reporter, luminescence | inhibition, % at 5 µM | 290,000 tested, 0.23% active | AID 1700;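 active means inhibition above a per-plate limit of that plate's mean compound inhibition plus 3 SD, cut at about 60% in these data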;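 further: 0% = DMSO wells and 100% = LY294002 at 200 µM; higher means less KLF5 promoter-driven luciferase light; inactives centre near -14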
AI-2 QS mod: modulates the Vibrio harveyi AI-2 quorum sensing system | Vibrio harveyi JMH597 AI-2 luminescence/OD600 ratio, 9 h; active compounds read low; strain lacks LuxN and CqsS sensors; 0 = neutral-control median | activity change, % at 7.5 µM | 300,000 tested, 0.4% active | AID 2094; in the data active means activity change below about -75%, passing the limit was not always enough; inconclusive means no clear call, values can overlap the other calls;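 further: luminescence divided by OD600 gain over 9 h not by final OD600 alone; inactives centre near 13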
GSK3 alpha inh: inhibitors of human GSK-3 alpha kinase; P49840; ADP-Glo luminescence, 60 min; inhibition, % at 10 µM; 320,000 tested, 0.1% active; AID 2650;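 in the data active means inhibition above about 50%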;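 further: GST-tagged GSK-3 alpha with peptide substrate and 25 µM ATP; 0% = DMSO neutral wells and 100% = GW8510 positive control wells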
Target sequence (P49840 whole entry, looked up): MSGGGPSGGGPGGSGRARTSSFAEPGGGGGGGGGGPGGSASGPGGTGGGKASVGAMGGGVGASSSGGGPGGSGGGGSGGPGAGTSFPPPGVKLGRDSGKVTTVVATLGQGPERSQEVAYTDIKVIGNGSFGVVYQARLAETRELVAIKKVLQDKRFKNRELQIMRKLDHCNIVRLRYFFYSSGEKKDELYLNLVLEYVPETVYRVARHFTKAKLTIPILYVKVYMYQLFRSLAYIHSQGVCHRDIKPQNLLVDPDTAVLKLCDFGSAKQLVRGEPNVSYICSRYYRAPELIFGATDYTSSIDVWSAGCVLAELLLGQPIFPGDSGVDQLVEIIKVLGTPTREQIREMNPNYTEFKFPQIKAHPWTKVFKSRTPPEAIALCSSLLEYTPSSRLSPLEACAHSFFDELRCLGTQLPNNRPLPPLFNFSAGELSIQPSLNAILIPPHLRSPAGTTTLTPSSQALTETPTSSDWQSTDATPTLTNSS
The depositor's hits bear a star; ? = inconclusive; . = no result given.

The line under a structure holds: AI-2 QS mod, KLF5 inh, HSF1 inhib, GSK3B inh, HIF activator, GSK3 alpha inh, HSF1 activator, aSyn 5UTR inh, HSP90 inh, IEC-6 cytotox
[1] COc1ccc(CCNC(=O)CSc2ccc3ccccc3c2)cc1OC
 : 22, -4, -3, 0, 0.2, -1, 1, 13, 6, -4
[2] O=C(NNc1ccccc1C(F)(F)F)c1sccc1Br
 : 5, 3, -6, -4, -0.5, 4, 19, 19, -5, -3
[3] CC1CC(C)(C)CC2(C1)NC(=O)N(CC(=O)NCC(c1ccco1)N1CCCCC1)C2=O (stereo unspecified)
 : 22, -22, -1, 3, -0.8, 4, -2, -11, -1, -2
[4] CC(C)c1ccc(Nc2nc(NCc3ccco3)nc(N3CCOCC3)n2)cc1
 : 21, -9, 14, 2, -0.2, 0, 27, -7, 2, 5
[5] Nc1nnnn1/N=C/c1cc(Br)ccc1O
 : 9, ., -2, -3, -0.1, -3, 5, 8, ., .
[6] Cc1ccc(S(=O)(=O)c2nc(S(C)(=O)=O)sc2N2CCC(C(N)=O)CC2)cc1
 : 38, -28, -11, 6, -0.2, -5, -15, -45, 0, -5
[7] CCOCCCNC(=O)c1cc2cc3cc(OC)ccc3nc2o1
 : -14, -9, 4, -6, 0.4, -2, -7, -26, 4, 7
[8] Cc1ccc2c(c1)C=CC(C)(C)S2=O (stereo unspecified)
 : 14, -10, 15, -2, -0.5, 14, 18, 8, 6, -5
[9] CSc1ccccc1OCc1cc(C(=O)NC2CCOC(C)(C)C2)no1 (stereo unspecified)
 : 20, -15, 11, 4, -0.1, -1, 10, -12, -1, 2
[10] CCC(C)NC(=O)C1CCCN(S(=O)(=O)c2ccc3c(c2)CC(C)N3C(=O)C2CC2)C1 (stereo unspecified)
 : 8, 1, -6, 2, 0.0, 1, 5, 8, -3, 0
[11] Cc1c(-c2ccc(F)cc2)nc(N)c(C#N)c1-c1ccco1
 : 16, 12, 4, 1, -0.3, ., 5, 38, 3, 8
[12] COc1ccc(NC(=S)N(CCO)Cc2cc3c(C)cc(C)cc3[nH]c2=O)cc1
 : 4, -17, 8, 3, 0.3, 2, -5, 7, -4, -1
[13] OCCNc1nc(-c2cccnc2)nc2ccccc12
 : 0, -16, -3, -10, 0.0, 19, 3, -8, -3, 5
[14] CCOc1c(Nc2ccccc2O)c(=O)c1=O
 : 24, 2, -1, 2, -0.3, -2, -5, 14, 5, 1
[15] Cc1noc(C)c1C(=O)Nc1ccccc1C(=O)NCCc1ccccc1
 : 30, -30, 5, -1, 0.0, 2, 17, 21, 2, -8
[16] C=C(Cl)COc1ccc2c(CCC)cc(=O)oc2c1
 : 58, -35, 14, -1, 0.3, 0, 46, -13, 7, 9
[17] Cc1cc(C(=O)NC(C)Cc2ccccc2)cc(C)c1[N+](=O)[O-] (stereo unspecified)
 : 15, -29, 3, -4, 0.0, 1, -3, 2, 2, -3
[18] COc1ccc(-c2ccc(OC)c([C@H]3[C@H]4C=CC[C@@H](C)[C@@H]4C(=O)N3Cc3ccccc3)c2)cc1C
 : 11, ., -13, -2, -0.3, 0, -10, 23, ., .
[19] Cc1[nH]c2ccccc2c1C(C[N+](=O)[O-])c1cccs1 (stereo unspecified)
 : 9, -22, -75*, 9, -0.5, 0, -79, -15, -2, -2
[20] CN1C(=O)N(c2ccc(Cl)cc2)C(C)(O)CC1(C)C (stereo unspecified)
 : 31, 5, -6, 0, -1.9, 0, -1, 11, -1, -2
[21] COc1ccc(NC(=O)c2cccnc2Nc2ccc(OC)cc2)cc1
 : 4, 7, -3, 3, -0.2, -2, -5, 7, 2, 4
[22] COc1ccc(NC(=O)Nc2ccc(OCc3ccccc3)cc2)cn1
 : 4, -5, -6, -4, 0.7, 7, -22, -23, -1, 8
[23] NC(=O)Cc1nc(-c2ccccc2)cs1
 : 7, -33, 0, -2, -0.2, -2, -1, -15, 4, 1
[24] CC1CCCN(C(=O)CN2C(=O)C(C)Oc3ccccc32)C1 (stereo unspecified)
 : 6, -7, -13, 2, 0.7, 0, -20, -3, 1, 6
[25] CC(N=C1NS(=O)(=O)c2ccccc21)C(=O)NCc1ccc2c(c1)OCO2 (stereo unspecified)
 : 21, -5, 2, 3, -0.2, -1, 9, 18, -6, -2
[26] O=C(Cn1c(=O)oc2cc(S(=O)(=O)NCc3ccccc3)ccc21)NCc1ccco1
 : ?, -16, 0, 0, -0.4, -1, 9, -3, 4, 8
[27] CC(C)C1Nc2ccc(C(=O)NCCCN3CCOCC3)cc2NC1=O (stereo unspecified)
 : 23, -15, 0, 0, -0.4, -2, 2, 3, -5, -4
[28] Cc1cc(C#N)c(C)n1-c1cc(S(=O)(=O)N2CCOCC2)ccc1N1CCCC1
 : ., 10, -1, ., -0.3, -1, -24, 22, 9, 0
[29] COc1ccc(OC)c(-c2cc(C(=O)NCc3ccco3)no2)c1
 : 15, -23, 5, -1, 0.3, -1, 9, -69, 3, -4
[30] NC(=O)c1cc(NC(=O)c2cc(Br)c(Br)s2)cc(C(N)=O)c1
 : -6, 1, 7, -1, 0.0, 4, 14, -2, -2, -6
[31] Cn1c(=O)cc(OCCCC(=O)N2CCN(Cc3ccc4c(c3)OCO4)CC2)c2ccccc21
 : 18, -26, -1, -6, 0.0, 1, -2, 0, 2, 4
[32] COc1ccc(S(=O)(=O)CCC(=O)Nc2ccc(OC)cc2OC)cc1
 : 7, -3, 11, 0, -0.2, 2, 35, 12, 0, -2
[33] O=C(Cc1ccccc1)Nn1c(O)c(/C=C2\C=Nc3ccccc32)sc1=S
 : 0, -6, 0, -4, -0.3, 2, 5, -46, 5, 17
[34] CCOc1ccc(-c2nn(-c3ccccc3)cc2/C=C2\SC(=S)N(C3CCS(=O)(=O)C3)C2=O)cc1 (stereo unspecified)
 : 10, -11, -5, 6, 0.3, 1, 17, 1, 7, 0
[35] Cc1cccc(Nc2cc(=O)n(C)c(=O)[nH]2)c1
 : 3, -27, 1, 0, 0.1, -1, 4, 2, 2, 4
[36] CN1CCN(NC(=S)Nc2ccccc2)CC1
 : 16, -10, -3, 0, 0.2, 0, -2, -8, 5, 0
[37] Cc1ccc(NC(=O)C2CC(=O)OC23CCOC(C)(C)C3)cc1 (stereo unspecified)
 : 4, -4, 9, -4, -0.4, -3, 21, 6, -2, -2
[38] CC(=O)c1cccc(NC(=O)C2CCCC2)c1
 : 18, -22, -3, -2, 0.2, 0, -23, -8, 0, 5
[39] COCCN(C(=O)COC(=O)C1COc2ccccc2O1)c1c(N)n(Cc2ccccc2)c(=O)[nH]c1=O (stereo unspecified)
 : 18, ., -4, 2, 0.1, 0, 3, -18, ., .
[40] Cc1ccc2oc(C(=O)N3CCN(C)C[C@@H]3C(C)C)c(C)c2c1
 : 2, -17, -1, -2, 1.6, -1, 6, -22, -2, -5
[41] CCOc1ccccc1Nc1cc(C)nc2nc(C)nn12
 : 26, -16, 2, 1, -0.1, 4, -15, 9, -2, 1
[42] O=C(CSc1nnc(Cc2cccs2)n1Cc1ccco1)Nc1ccc(Cl)cc1Cl
 : 21, -20, 5, 2, 0.0, 0, -3, 8, 0, -9
[43] CNC(=O)CSc1ncnc2c1cnn2-c1ccccc1
 : 12, -22, -4, 3, 1.1, -4, 7, -40, 1, -4
[44] Cc1c2ccccc2nc2c(F)c(NC(C)C)c(F)c(F)c12
 : 18, 15, 8, 2, 3.2, 1, 23, -106, -5, 4
[45] COCc1[nH][nH]c(=O)c1C=Nc1ccc(OC(F)(F)F)cc1
 : 2, -5, -8, 4, -0.3, 1, -10, 8, 1, 0
[46] Fc1ccc(Nc2nc(N3CCOCC3)nc(N3CCOCC3)n2)cc1Cl
 : 2, 1, -7, -2, -0.3, -1, 4, 18, 0, 2
[47] Nc1nc2ccc(N3CCOCC3)cc2s1
 : ., -40, ., ., ., 2, ., ., 8, 6
[48] COC(=O)Cn1nc(-c2ccccc2)c2ccccc2c1=O
 : 4, -30, 2, -1, ., -2, 5, 16, -2, -1
[49] Cc1ccc(C(O)c2ccncc2)cc1 (stereo unspecified)
 : 21, -2, -11, -1, -0.2, -3, -9, 18, 1, -6
[50] O=C(NCc1cccc(Cl)c1)C1CCCN(c2ncnc3c2nc2n3CCCCC2)C1 (stereo unspecified)
 : 20, -23, -4, -1, 0.5, 3, -2, 16, -9, 0
[51] CCc1ccc(N2CC(C(=O)Nc3cccnc3)CC2=O)cc1 (stereo unspecified)
 : 19, -5, -13, -2, -0.2, -3, 0, 5, 0, 3
[52] Cc1oc(/C=N/NC(=O)CN(c2ccccc2Cl)S(C)(=O)=O)cc1Br
 : 40, -39, 2, 0, -0.1, 0, 6, -4, -1, -7
[53] O=C1C(Cl)=C(NCCc2ccccc2)C(=O)N1CCc1ccccc1
 : 13, -52, 22, 2, -18, -3, 44, -51, -8, -1
[54] CC(C(=O)Nc1ncn[nH]1)N1C(=O)c2ccccc2C1=O (stereo unspecified)
 : 27, -12, -2, -3, 0.1, -3, -10, -13, -2, -2
[55] O=CN1CCN(C(=S)NC(=O)c2ccc(Cl)cc2)CC1
 : 23, -23, -11, -3, -0.5, ., -11, 2, 4, 1
[56] CCOC(=O)c1sc(NC(=O)CN2C(=O)NC3(CC(C)CC(C)(C)C3)C2=O)cc1C (stereo unspecified)
 : -10, ., 7, 0, 0.0, ., 7, 22, ., .
[57] CCN1/C(=C\C(=S)Nc2ccccc2)Sc2ccccc21
 : 2, -27, -1, 2, 3.9, 0, -3, -144, -3, 11
[58] CC(=O)N(/N=C/c1ccc(C)cc1)c1nc(CCl)cs1
 : -3, -6, -3, 1, -0.2, -1, -3, -23, 7, -5
[59] CCCN1CCC(=O)N([C@H](COc2ccccc2)CC(C)C)CC1
 : 9, -18, -1, 2, 0.6, 0, -8, -26, 1, 6
